Compound activity from PubChem.
Insulin prom inh: inhibitors of insulin promoter-driven GFP, primary screen, imaging, TRM-6 cells (human fetal islet line), eGFP reporter, cell count; reporter expression induced with tamoxifen; inhibition, % at 2 µM; actives 0.9% (n = 130,000);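 active = inhibition above the mean plus 3 SD, with well images judged a real hit on visual review, cut at about 60% in these data, passing the limit was not always enough; inconclusive = inhibition over the cutoff but images rejected on review; inactive = inhibition not above the cutoff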
SDO1 yeast rescue: growth rescue of sdo1-depleted yeast, primary screen, S. cerevisiae, bone marrow failure model. actives 0.21% (n = 140,000). S. cerevisiae sdo1-depleted JHY4D growth rescue, OD600 30 h; stronger effect = higher value; pdr5 snq2 efflux-pump mutant strain. z-score at 10 µM;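 active = z-score above 3 at both the 24 hr and the 30 hr optical density reads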;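 note: z-score against mean and SD of all compound wells on the same plate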
SDO1 yeast rescue Rescue 24 h: recorded beside SDO1 yeast rescue, whose call it bears; z-score; S. cerevisiae sdo1-depleted JHY4D growth rescue, OD600; measured here: growth rescue at 24 h;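 0 is the plate mean of compound wells and units are plate SD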
Starred values were filed as active, the others as inactive; ? = inconclusive; . = no result given; & = joins results of further samples. The order is random. About 0.94% of those tested had a hit in this group.

| Insulin prom inh | SDO1 yeast rescue | SDO1 yeast rescue Rescue 24 h | mol |
| --- | --- | --- | --- |
| 42 | -0.81 | 0.2 | O=C(Cc1ccccc1)Nc1ccc(NC(=O)c2cccs2)c(Cl)c1 |
| 59 | -0.03 | 0.25 | CCOc1ccc(N2CC(O)Cn3c2nc2c3c(=O)n(CCCc3ccccc3)c(=O)n2C)cc1 (stereo not given) |
| . | -1.2 | -1.4 | O=S(=O)(Nc1ccc2c(c1)OCCO2)c1cccc2cccnc12 |
| -9 | -0.63 | -0.75 | Cc1cc(-c2ccccc2)c(C#N)c(SCC(N)=O)n1 |
| -13 | 0.76 | 1 | CC(=O)Nc1ccc(NC(=O)CSc2ncnn2-c2ccccc2)cc1 |
| -25 | -1.1 | -0.69 | Cc1nnc(SCC(=O)N2c3ccccc3C(C)(c3ccc(Cl)cc3)CC2(C)C)s1 (stereo not given) |
| 10 | -0.54 | -1.1 | O=C(Nc1ccc2c(c1)OCCO2)N1CCN(c2ccccc2)CC1 |
| -38 | -0.48 | -0.96 | Cc1cc(C)c(C)c(S(=O)(=O)NCc2ccc(C(=O)N3CCCCC3)cc2)c1C |
| . | 0.36 | 0.85 | Cc1cc(C(=O)CSc2nnnn2-c2ccccc2)c(C)n1CC1CCCO1 (stereo not given) |
| -106 | . | . | O=C(Nc1ccc2c(c1)OCCO2)c1oc2ccccc2c1NC(=O)C1CC1 |
| -27 | 1.2 | 1.4 | COc1ccc(NS(=O)(=O)c2ccc(N)cc2)nn1 |
| . | -0.77 | -1.1 | CCC(OC(=O)C(NC(=O)c1ccccc1)c1ccccc1)C(=O)Nc1cc(C)on1 (stereo not given) |
| -29 | . | . | CCc1nc(N2CCN(S(C)(=O)=O)CC2)c2c3c(sc2n1)CCCC3 |
| . | -1.1 | -0.03 | COCC(C)n1c(SCC(=O)NCCC2=CCCCC2)nc2ccccc2c1=O (stereo not given) |
| 33 | 0.07 | 0.16 | O=C1C=C(c2ccc(Cl)cc2)OC2(CCCC2)O1 |
| . | -0.38 | -0.77 | CCOC(=O)c1cnn(-c2nc(C)cc(C)n2)c1N |
| . | 0.55 | 0.27 | COc1ccc(C2SCC(=O)N2c2c(C)n(C)n(-c3ccccc3)c2=O)cc1 (stereo not given) |
| . | -0.03 | -0.24 | CCCCC1(C)NC(=O)N(CC(=O)Nc2ccc(S(=O)(=O)N3CCOCC3)cc2)C1=O (stereo not given) |
| 25 | 0.31 | -0.63 | Cc1nn(Cc2cccc(F)c2)c(C)c1NC(=O)c1c(Cl)cnn1C |
| 0 | . | . | Nc1nnc(SCC(=O)OCC(=O)c2ccccc2)s1 |

| Insulin prom inh | SDO1 yeast rescue | SDO1 yeast rescue Rescue 24 h | mol |
| --- | --- | --- | --- |
| -45 | . | . | CC1CN(c2nnc(NC(=O)c3ccccc3)s2)CC(C)O1 (stereo not given) |
| -18 | -0.5 | 0.43 | COc1cc(OC)cc(C(=O)N[C@H](C(=O)NC23CC4CC(CC(C4)C2)C3)C(C)C)c1 |
| . | -0.17 | -0.91 | Cc1nn(C)cc1CNC(=O)/C=C/c1cnn(C)c1 |
| 32 | 0.87 | 0.08 | CC(=O)NC(C)C12CC3CC(CC(CC(=O)O)(C3)C1)C2 (stereo not given) |
| -11 | -0.22 | 0.02 | COc1ccc(S(=O)(=O)N2CCC(c3cc(-c4cccc5ccccc45)n[nH]3)CC2)cc1 |
| 50 | 0.02 | -0.27 | CC(C)=CC(=O)NCCc1ccccc1 |
| -10 | -0.31 | -0.48 | Cc1ccc(S(=O)(=O)N(C)c2cc(S(=O)(=O)N3CCC(C)CC3)c(C)cc2C)cc1 |
| 22 | -0.37 | -0.91 | Cc1cc2c(OCC(O)CNC(C)(C)C)cccc2[nH]1 (stereo not given) |
| . | -1.7 | -1.1 | CCOC(=O)c1c(C)nc2c(c(SC)nn2-c2ccccc2)c1N |
| -29 | . | . | Cn1cnc2c(=O)[nH]cc([N+](=O)[O-])c21 |
| 0 | 0.74 | -0.1 | CCCCSc1nc2[nH]ncc2c(=O)[nH]1 |
| 9 | -0.32 | -0.32 | COc1ccc(Cl)cc1NC(=O)C1CCCN(c2cc(C)nc3ncnn23)C1 (stereo not given) |
| . | 1.5 | 2 | CCN(NC(=O)C(O)(c1ccccc1)c1ccccc1)C(=O)c1ccccc1 |
| -28 | 0.16 | 1.1 | CCOC(=O)c1sc(C)c2c1NC(C)(c1cccs1)NC2=O (stereo not given) |
| 22 | 2.5 | 2.6 | COc1ccccc1NS(=O)(=O)c1ccccc1C#N |
| . | 0.86 | 0.63 | N#CC1=C(N)OC2=C(C(=O)CCC2)C1c1ccccc1 (stereo not given) |
| 17 | -0.81 | -0.08 | Cc1ccc(-c2cc(C(=O)NCc3ccccn3)c3ccccc3n2)cc1C |
| 33 | . | . | Cc1cc(NC(=O)CSc2nc3cc(C(=O)NCCCOC(C)C)ccc3c(=O)n2Cc2ccco2)no1 |
| 56 | . | . | Nc1cc(N2CCOCC2)c(Cl)cc1[N+](=O)[O-] |
| . | 0.83 | 0.37 | COc1ccc(S(=O)(=O)Cc2ccc(C(=O)N3CCCC3)o2)cc1 |

| Insulin prom inh | SDO1 yeast rescue | SDO1 yeast rescue Rescue 24 h | mol |
| --- | --- | --- | --- |
| . | -2.5 | -1.5 | O=C(Nc1ccc(C(F)(F)F)cc1)c1cc(-c2cccnc2)nc2ccc(Br)cc12 |
| 4 | 0.47 | 0.49 | COc1ccc(N=C2C(=Nc3ccc(OC)cc3)N(c3ccc(N(C)C)cc3)C(=S)N2c2ccc(OC)cc2)cc1 |
| 0 | . | . | O=C(Cn1cnc2c(cnn2-c2ccc(Cl)cc2)c1=O)N1CCN(c2ccccc2)CC1 |
| . | -1.4 | -0.9 | CCOc1ccc(-n2nnc3c(=O)n(CC(=O)N4CCCc5ccccc54)cnc32)cc1 |
| . | -0.88 | -1.3 | CCn1c(=O)cc(SCC(=O)NCc2ccco2)c2ccccc21 |
| . | 0.92 | 0.88 | Cc1ccc(CCNC(=O)C2CCC(=O)N2C(C)C)cc1 (stereo not given) |
| 9 | . | . | CN(CCc1cnn(C)c1)Cc1cn[nH]c1-c1ccc(-c2ccccc2)cc1 |
| 23 | 0.43 | -0.61 | CCn1c(C(C)NC(=O)c2ccc(OC)c(OC)c2)nc2ccccc21 (stereo not given) |
| 22 | 0.66 | 0.22 | CCSc1nc2c(c(=O)[nH]1)C(c1cccnc1)C(C(=O)OC(C)C)=C(C)N2 (stereo not given) |
| -8 | 1.2 | 2.5 | Cc1ccc(OCCCC(=O)Nc2ccc(N3CCOCC3)cc2)c(C)c1 |
| 32 | 0.28 | -0.56 | CCOC(=O)C1=C(C)NC(C)=C(C(=O)OCC)C1C(=O)OC1CCOC1=O (stereo not given) |
| . | -1.4 | -0.95 | CCOC(=O)C(C)(C)Sc1nc2c(cnn2-c2ccc(Cl)cc2)c(=O)[nH]1 |
| . | 0.14 | 1.2 | COC(=O)CC1C(=O)NCCN1C(=O)Nc1ccccc1 (stereo not given) |
| 33 | . | . | Cc1nn(C)c(C)c1NC(=O)Nc1ccc(Cl)c(Cl)c1 |
| . | -2.1 | -1.4 | CCOC(=O)c1c(C)oc2cc(Br)c(O)c(Br)c12 |
| 43 | 0.54 | -0.42 | C/C(CC(=O)Nc1ccccn1)=N\NC(=O)c1ccc(C)cc1 |
| . | -0.02 | -0.11 | COc1ccc2[nH]cc(C(=O)CN3CCC(C)CC3)c2c1 |
| -57 | 0.97&-0.44 | 1.9&0.07 | Cc1cccc(NC(=S)NNC(=O)CCn2cc(C)cn2)c1 |
| -18 | 0.32 | 0.08 | CCC(=O)NC(=S)N1CCN(c2ccc([N+](=O)[O-])cc2Cl)CC1 |
| ? | -1 | -0.71 | COc1ccccc1N/N=C/c1ccc2c(c1)OCO2 |

| Insulin prom inh | SDO1 yeast rescue | SDO1 yeast rescue Rescue 24 h | mol |
| --- | --- | --- | --- |
| -1 | 1.6 | 1.2 | COC(=O)C(C)n1cnc2c(cnn2-c2ccc(Cl)cc2)c1=O (stereo not given) |
| -3 | 0.52 | 1.1 | Cc1ccc(CN(C)C(=O)c2ccccc2Oc2ccccc2)o1 |
| 27 | 0.66 | 0.79 | O=[N+]([O-])c1ccc(Sc2ccccc2Cl)nc1 |
| 18 | 0.4 | -0.03 | COc1ccccc1-c1cn[nH]c(=S)n1 |
| . | 0.37 | 2 | COc1ccc(/C=C/c2nnc(NC(=O)COc3cccc(C)c3)s2)cc1 |
| . | 0.14 | 1.6 | CC1CCCCN1S(=O)(=O)c1ccc(S(=O)(=O)N(CC(=O)Nc2ccccc2)Cc2cccs2)cc1 (stereo not given) |
| -16 | -0.66 | -0.87 | Cc1ccc(N2C(=N)SCC2=O)cc1Cl |
| 30 | 0.6 | 2.2 | O=C(O)CCC(=O)NNC(=O)c1cccc(Cl)c1 |
| -69 | -1 | 0.8 | CCOc1ccc(NC(=O)c2ccccc2NC(=O)CN(C)CC(=O)Nc2ccc(C)cc2)cc1 |
| -45 | . | . | COc1ccc(NC(=O)CSc2nnc(CNC(=O)c3ccco3)o2)cc1 |
| -55 | . | . | Cc1ccc(C2=NN(C(=O)CN3C(=O)c4ccccc4S3(=O)=O)C(c3ccco3)C2)cc1 (stereo not given) |
| -67 | 1.5 | 2.5 | Cc1ccc([N+](=O)[O-])cc1NC(=O)CCCOc1ccccc1 |
| -11 | -0.26 | -0.23 | COC(=O)c1cc2c(ccn2-c2ccc(F)cc2)n1Cc1cccc(OC)c1 |
| . | -0.7 | -1.1 | CC(C)OC(=O)/C(=C/c1ccc2c(c1)c1ccccc1n2C)NC(=O)c1ccccc1 |
| . | 0.52 | 0.19 | COc1cccc(/C=N/NC(=O)CCc2n[nH]c(=O)[nH]c2=O)c1O |
| 48 | 0.66 | 0.75 | Cc1oc(C)c(C(=O)O)c1COc1ccc(C(=O)O)cc1 |
| -40 | . | . | Brc1cccc(CNCCCN2CCOCC2)c1 |
| 41 | . | . | Cc1ccc2nc(N(CCCN(C)C)C(=O)c3ccco3)sc2c1 |
| 13 | . | . | CCOCCCn1c(=S)[nH]c2cc(C(=O)NCCCN(CC)CC)ccc2c1=O |
| 33 | . | . | O=C(O)c1ccc(S(=O)(=O)c2ccc3c(c2)C(=O)N(NC(=O)c2ccccc2)C3=O)cc1 |

3 compounds already listed, ordered by SMILES length, high to low.
| Insulin prom inh | SDO1 yeast rescue | SDO1 yeast rescue Rescue 24 h | mol |
| --- | --- | --- | --- |
| -3 | 0.52 | 1.1 | Cc1ccc(CN(C)C(=O)c2ccccc2Oc2ccccc2)o1 |
| 27 | 0.66 | 0.79 | O=[N+]([O-])c1ccc(Sc2ccccc2Cl)nc1 |
| -16 | -0.66 | -0.87 | Cc1ccc(N2C(=N)SCC2=O)cc1Cl |

Seven entries from above, reformatted.
Under each structure: Insulin prom inh	SDO1 yeast rescue	SDO1 yeast rescue Rescue 24 h
- CC1CCCCN1S(=O)(=O)c1ccc(S(=O)(=O)N(CC(=O)Nc2ccccc2)Cc2cccs2)cc1 (stereo not given)
 : .	0.14	1.6
- COc1ccc(/C=C/c2nnc(NC(=O)COc3cccc(C)c3)s2)cc1
 : .	0.37	2
- O=C(O)c1ccc(S(=O)(=O)c2ccc3c(c2)C(=O)N(NC(=O)c2ccccc2)C3=O)cc1
 : 33	.	.
- Cc1ccc2nc(N(CCCN(C)C)C(=O)c3ccco3)sc2c1
 : 41	.	.
- COc1cccc(/C=N/NC(=O)CCc2n[nH]c(=O)[nH]c2=O)c1O
 : .	0.52	0.19
- Brc1cccc(CNCCCN2CCOCC2)c1
 : -40	.	.
- COc1ccc(NC(=O)CSc2nnc(CNC(=O)c3ccco3)o2)cc1
 : -45	.	.

(more compounds)
| Insulin prom inh | SDO1 yeast rescue | SDO1 yeast rescue Rescue 24 h | mol |
| --- | --- | --- | --- |
| 16 | 1.4 | 0.59 | CN1CCN(CCCNC(=O)C2CC(=O)N(C3CCCCC3)C2)CC1 (stereo not given) |
| 45 | 0.03 | -0.92 | CCOc1ccc(C(=O)NC(Cc2ccccc2)C(=O)OC)cc1 (stereo not given) |
| -9 | 1.1 | 0.84 | Cc1cc(C)nc(NC2=NCC(=O)N2c2ccccc2)n1 |
| 32 | 0.69 | -0.03 | COc1cc(OC)cc(C2C(C#N)=C(N)Oc3n[nH]c(-c4cccnc4)c32)c1 (stereo not given) |
| 0 | 0.01 | -0.54 | COc1cc2c(cc1OC)C(C(=O)Nc1cccc(C)n1)C(c1cccnc1)N(C)C2=O (stereo not given) |
| -43 | 0.07 | -0.23 | O=C(NCc1cccnc1)C1CCCN(S(=O)(=O)c2ccc(Br)cc2)C1 (stereo not given) |
| 13 | -0.84 | -1.4 | O=C(CCCc1nc2ccccc2s1)NCc1ccc(F)cc1 |
| . | -1.1 | -1.4 | O=S(=O)(NCc1cccnc1)c1ccc(Br)s1 |
| 6 | . | . | S=C(NCCc1ccccc1)NCC(c1ccco1)N1CCCCC1 (stereo not given) |
| 30 | 0.03 | 0.49 | Cc1ccc(OCC(O)Cn2c(NCCc3ccccc3)nc3c2c(=O)[nH]c(=O)n3C)cc1 (stereo not given) |
| . | -0.83 | -0.23 | Cc1ccc(N/C(N)=N/c2nc(CSc3ccc(C)cc3)cc(=O)[nH]2)cc1 |
| . | 0.24 | 0.47 | c1coc(CNC2CCCCCCC2)c1 |
| -6 | 0.38 | 0.11 | O=C(CCN1C(=O)C2C3C=CC(C3)C2C1=O)Nc1c(F)cccc1F (stereo not given) |
| 73 | 0.4 | 0.57 | CCN(CC)C(=O)CSc1nnc(CNc2ccc(F)cc2)n1-c1ccccc1 |
| -11 | 0.91 | 0.68 | CCC(=O)NC(=S)Nc1ccccc1C(=O)OC |
| -29 | 0.81 | 0.61 | COc1ccc(-c2c3c([nH]c(=S)c2C#N)CCC3)cc1 |
| -53 | 0.65 | 0.86 | O=C(CC1NC2CCCCC2NC1=O)Nc1ccc2c(c1)OCO2 (stereo not given) |
